Assay outcomes (PubChem BioAssay)
TbPYK inhibitor: inhibitors of Trypanosoma brucei pyruvate kinase; TbPYK enzyme, Kinase-Glo Plus ATP luminescence, 45 min; Potency, µM (top dose mostly 76.8 µM), without a hit: at the highest dose activity, negative = inhibition, most hits filed as inhibitors; actives 0.12% (n = 410,000); AID 624173; further: potency means the concentration at half of the fitted maximal effect; nearly all actives have a fitted effect of over 50% in size
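Luminescent Kinase-Glo Plus end-point after 45 min room-temperature reaction of T. brucei pyruvate kinase started with 130 uM ADP (final). Buffer TEA 50 mM pH 7.2 with KCl, MgCl2, BSA, Tween-20; titration-based qHTS with fitted concentration-effect curves.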
HCMV antiviral: human cytomegalovirus inhibition | activity change, negative = inhibition, % at 57.5 µM | actives 4.5% (n = 410,000) | HFF cells, HCMV-luciferase reporter, 72 h; hits give low values | AID 1259415; in the data active means activity change below about -60%; inconclusive means no clear call, values can overlap the other calls; inactive means above about -39%
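Luciferase read-out from HCMV-luciferase-infected HFFs (MOI 1 PFU/cell) 72 h post infection at 37C; compounds added after 16 h cell attachment; activity normalized between buffer-only basal and Salinomycin (10uM) inhibitor controls.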
AmpC no deterg: blocks E. coli AmpC beta-lactamase in detergent-free assay. AmpC nitrocefin hydrolysis, absorbance 480 nm, 0.0001% Triton. actives 0.52% (n = 330,000). P00811. Potency, µM (doses to about 57.1 µM), for the others: at the highest dose activity change, negative = inhibition, usual class: inhibitors;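 further: potency means the concentration at half of the fitted maximal effect; plate controls were no compound for no effect and no enzyme for full effect; nearly all actives have a fitted effect of over 20% in size; some results filed as inactive show a strong effect at the top dose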
Target sequence (P00811 whole entry, looked up): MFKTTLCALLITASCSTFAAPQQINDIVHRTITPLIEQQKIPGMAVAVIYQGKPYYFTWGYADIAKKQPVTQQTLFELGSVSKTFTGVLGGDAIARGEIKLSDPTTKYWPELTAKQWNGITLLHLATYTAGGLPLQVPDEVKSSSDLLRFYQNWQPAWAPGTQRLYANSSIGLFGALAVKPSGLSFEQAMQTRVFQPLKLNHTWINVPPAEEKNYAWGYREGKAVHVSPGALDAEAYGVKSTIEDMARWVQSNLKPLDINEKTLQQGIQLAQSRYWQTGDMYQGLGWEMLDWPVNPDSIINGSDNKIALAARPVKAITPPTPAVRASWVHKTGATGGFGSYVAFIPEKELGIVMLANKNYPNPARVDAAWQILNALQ
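20 mM phosphate pH 7.0 + 0.01% (detergent screen) or 0.0001% Triton X-100; 5.3 nM AmpC reagent; cpd preinc 15 min RT; nitrocefin (800 uM stock) to start; A480 q20 s × 4 min; Activity was normalised to no-enzyme and no-compound control wells.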
LmPK inhibitor: LmPK (Leishmania mexicana) enzyme inhibition | Q27686 | purified LmPK, Kinase-Glo ATP luminescence, 1 h | Potency, µM (titrated, usually from 57.5 µM), for the others: top-dose activity change, negative = inhibition, actives largely listed as inhibitors | actives 0.37% (n = 290,000) | AID 1721; further: potency means the concentration at half of the fitted maximal effect
Target sequence (Q27686 whole entry, looked up): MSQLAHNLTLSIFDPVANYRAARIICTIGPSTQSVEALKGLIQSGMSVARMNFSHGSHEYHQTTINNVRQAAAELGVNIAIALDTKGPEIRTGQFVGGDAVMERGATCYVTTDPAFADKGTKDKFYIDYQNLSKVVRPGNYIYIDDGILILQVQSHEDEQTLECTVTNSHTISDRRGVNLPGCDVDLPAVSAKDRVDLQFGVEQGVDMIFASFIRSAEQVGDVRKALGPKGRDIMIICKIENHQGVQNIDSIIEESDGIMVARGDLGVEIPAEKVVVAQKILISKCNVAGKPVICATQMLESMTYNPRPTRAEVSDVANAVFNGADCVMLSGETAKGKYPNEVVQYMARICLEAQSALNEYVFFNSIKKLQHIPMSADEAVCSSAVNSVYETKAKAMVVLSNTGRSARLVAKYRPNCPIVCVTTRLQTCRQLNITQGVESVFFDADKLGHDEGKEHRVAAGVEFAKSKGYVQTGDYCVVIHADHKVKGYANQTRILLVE
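Kinase-Glo luminescence read after 1 h RT reaction of 0.1 nM LmPK with 0.5 mM PEP and 0.1 mM ADP. Activity scaled between uninhibited and enzyme-free controls.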
AmpC inh detg: inhibitors of E. coli AmpC beta-lactamase with detergent; P00811; AmpC hydrolysis of nitrocefin, absorbance 480 nm, 0.01% Triton; Potency, µM (top dose mostly 114 µM), for the others: top-dose activity change, negative = inhibition, most hits filed as inhibitors; actives 0.041% (n = 370,000);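 further: potency means the concentration at half of the fitted maximal effect; 0% = no-compound wells and -100% = no-enzyme wells; nearly all actives have a fitted effect of over 25% in size; some results filed as inactive show a strong effect at the top dose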
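20 mM phosphate pH 7.0 + 0.01% (detergent screen) or 0.0001% Triton X-100; 5.3 nM AmpC reagent; cpd preinc 15 min RT; nitrocefin (800 uM stock) to start; A480 q20 s × 4 min; Activity was normalised to no-enzyme and no-compound control wells.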
Sm TGR inh: blocks Schistosoma mansoni thioredoxin glutathione reductase; purified TGR, DTNB reduction, TNB absorbance 405 nm; Potency, µM (highest dose often 114 µM), inactives show at the top dose activity change, negative = inhibition, actives largely listed as inhibitors; actives 3% (n = 360,000); further: potency means the concentration at half of the fitted maximal effect; nearly all actives have a fitted effect of over 60% in size
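First, TGR (20 nM dispensed) and NADPH were mixed with compound. Second, a 15 min room-temperature incubation followed. Third, further NADPH and then DTNB were added to start the reaction. Finally, TNB absorbance was monitored kinetically.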
AMA1 RON2 block: disrupts binding of P. falciparum AMA1 to RON2 | AlphaScreen AMA1-biotinylated RON2 peptide binding | Potency, µM (titrated, usually from 58.2 µM), without a hit: at the highest dose activity change, negative = inhibition, hits mostly inhibitors | actives 0.2% (n = 360,000);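 further: potency means the concentration at half of the fitted maximal effect; 0% = vehicle wells and -100% = peptide control; nearly all actives have a fitted effect of over 45% in size; some results filed as inactive show a strong effect at the top dose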
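AMA1 (3D7) with his tag at 25 nM final met compounds first, then biotinylated RON2 peptide at 25 nM; detection used donor plus acceptor beads, 10 µg/mL apiece, read by AlphaScreen after 30 min at room temperature.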
* hit, by the source's call; ? = inconclusive; nt = not tested or not shown; [ ] = another dose, or the depositor's remark. Unless noted, the call rests on the fitted dose curve; in most records, active means well fitted curve in the direction sought with a large enough effect; inconclusive means small, poorly fitted or top-dose-only effect, or another doubt; inactive means no such curve, though single readings can be large; an effect the other way counts as inactive or inconclusive. Unless noted, on the % scale 0 is the no-effect control and ±100 the full control effect. Random draw from the library. Share with any hit: about 7.4%.

SMILES | TbPYK inhibitor | HCMV antiviral | AmpC no deterg | LmPK inhibitor | AmpC inh detg | Sm TGR inh | AMA1 RON2 block
CCOc1cc(C(=O)N(CC)CC(=O)Nc2c(F)cccc2F)ccc1OCC(=O)N1CCOCC1 | 2% | nt | -10% | nt | 4% | ? | -25%
CCn1c(=O)cc(SCC(=O)NCCc2ccc(OC)cc2OC)c2ccccc21 | -8% | 8 | nt | nt | -4% | 7% | nt
COc1ccc(C2C(C(C)=O)=C(C)N=c3s/c(=C/c4ccc5c(c4)OCO5)c(=O)n32)cc1 (stereo not given) | nt | nt | -30% | 0% | ? | -10% | nt
Cc1ccc(-n2c(SCC(=O)N/N=C/c3ccccc3C(=O)O)nnc2-c2ccccc2)cc1 | -4% | -21 | -23% | -1% | 3% | -2% | 5%
COC(=O)c1ccc(Sc2ccccn2)c([N+](=O)[O-])c1 | -4% | 24 | -7% | 7% | -2% | -7% | ?
CCOCCCn1c(SCC(=O)Nc2ccccc2)nc2ccccc2c1=O | -3% | -38 | 39% | 2% | ? | -17% | -8%
O=C1c2ccccc2C(=O)N1CCN1CCc2ccccc21 | -1% | -3 | -28% | -4% | ? | -14% | -12%
CC(OCCN(C)C)C(=O)C12CC3CC(CC(C3)C1)C2 (stereo not given) | 0% | -5 | 6% | 4% | -4% | -9% | 0%
Cc1c(C(=O)N(C)C)sc2c1c(=O)n(-c1ccc(F)cc1)c(=O)n2Cc1ccccc1C#N | 5% | 13 | nt | nt | 9% | 9% | nt
COc1cc(C(C)=O)ccc1OCC(O)CNCC(O)c1ccccc1 (stereo not given) | 6% | 6 | -12% | -3% | -22% | -35% | ?
CCN(CC(=O)Nc1ccccc1C(F)(F)F)C(=O)c1ccc2c(c1)NC(=O)C(C)S2 (stereo not given) | -11% | -31 | nt | nt | nt | nt | -15%
Cc1cccc(Nc2nc(C)nc(N)c2S(=O)(=O)c2ccccc2)c1 | 7% | 0 | nt | nt | 0% | 4% | nt
CSc1nc(Oc2ccc(Cl)cc2)c2sccc2n1 | -5% | -15 | ? | 4% | -4% | 0% | 1%
CC(C)CN1C(=O)C(NC(=O)C2CC2)(C(F)(F)F)C2=C1CC(C)(C)CC2=O (stereo not given) | -14% | 4 | 1% | 0% | 5% | -3% | 1%
Cc1ccc(Cl)cc1N1CCN(S(=O)(=O)c2c(C)[nH]c(C)c2C(=O)N2CCCC2)CC1 | -2% | -38 | 151%[activator] | 5% | 0% | -21% | -8%
COc1ccccc1N(CC(=O)N1CCCC1)S(=O)(=O)c1ccc(C)cc1 | -9% | -29 | 0% | -8% | 6% | 2% | 6%
CCc1ccc(C(=O)NNC(=O)C2CC(=O)N(Cc3ccccc3)C2)cc1 (stereo not given) | -3% | -32 | -22% | nt | -6% | -2% | 59%[activator]
O=C(Nc1ccsn1)c1ccc(Cl)cc1Cl | 5% | -4 | -12% | 2% | -7% | -13% | 14%
CCCS(=O)(=O)N1CC(=O)N(c2cccc(F)c2)C(C)(C(=O)NC2CCCCCC2)C1 (stereo not given) | 1%[15.4 µM] | 0 | nt | nt | 17% | -1% | nt
CC(C)c1cc(C(=O)N2CCCC(Nc3ccc(F)cc3)C2)nc(N)n1 (stereo not given) | 9% | 130 | 5% | -2% | -4% | -8% | 8%

Whole records, looked up by structure.
Profile of `COC(=O)c1ccc(Sc2ccccn2)c([N+](=O)[O-])c1` : TbPYK inhibitor = -4%; HCMV antiviral = 24; AmpC no deterg = -7%; LmPK inhibitor = 7%; AmpC inh detg = -2%; Sm TGR inh = -7%; AMA1 RON2 block = ?
Profile of `COc1ccc(C2C(C(C)=O)=C(C)N=c3s/c(=C/c4ccc5c(c4)OCO5)c(=O)n32)cc1` (stereo not given) : TbPYK inhibitor = nt; HCMV antiviral = nt; AmpC no deterg = -30%; LmPK inhibitor = 0%; AmpC inh detg = ?; Sm TGR inh = -10%; AMA1 RON2 block = nt

Other compounds follow:
SMILES | TbPYK inhibitor | HCMV antiviral | AmpC no deterg | LmPK inhibitor | AmpC inh detg | Sm TGR inh | AMA1 RON2 block
CCc1nnc(NC(=O)c2oc3cc(C)c(C)cc3c2C)s1 | -9% | -32 | -20% | 3% | -8% | 4% | -1%
O=C(NCc1ccccn1)c1cc(S(=O)(=O)N2CCCCC2)ccc1Cl | -3% | -13 | 1% | nt | ? | 1% | 47%[activator]
COc1ccc(C)c2sc(N(CCN(C)C)C(=O)c3ccc(S(=O)(=O)N(C)c4ccccc4)cc3)nc12 | -9% | -1 | nt | nt | nt | nt | -11%
CC1Cc2ccccc2N1C(=O)CSc1nnc(-c2cccc(Cl)c2)o1 (stereo not given) | -2% | -9 | nt | nt | 21% | 1% | nt
Cc1ccc(-c2ccc(SCC(=O)Nc3ccc4c(c3)OCCO4)nn2)cc1 | -3% | -7 | -19% | 1% | -13% | -10% | 7%
CCC1Sc2ccccc2N(CC(=O)NC2CCCC2)C1=O (stereo not given) | -1% | -27 | -17% | 4% | ? | -16% | 3%
Cc1nc([N+](=O)[O-])c(Br)n1CC(=O)c1cccc([N+](=O)[O-])c1 | -6% | 12 | -21% | -2%[11.5 µM] | 3% | 2µM* | -8%
C=CCNC(=O)/C(C#N)=C/c1c(N2CCN(c3ccc(OC)cc3)CC2)nc2c(C)cccn2c1=O | -2% | -10 | 102%[activator] | 2% | 0% | -1% | ?
Fc1ccccc1N1CCN(c2ncc3c(n2)CCN(Cc2ccc(Br)s2)C3)CC1 | 4% | -11 | nt | nt | -1% | 1% | nt
O=C(COC(=O)/C=C/c1ccc2ccccc2n1)NNC(=O)c1ccccc1 | -10% | 7 | nt | nt | nt | nt | 106%[activator]
O=S(=O)(c1cc(-c2nc3ccccc3s2)ccc1Cl)N1CCOCC1 | nt | nt | -8% | 1% | -1% | 16% | nt
O=S(Cc1ccc(Cl)cc1)CC(O)COc1ccc(Cl)cc1 (stereo not given) | -1% | -21 | 54% | 0% | 0% | 4% | 0%
COc1ccc(CC(=O)NNS(=O)(=O)c2ccccc2)cc1OC | 1% | ? | 3% | -6% | 1% | -1% | -7%
CCOC(=O)N1CCc2c(sc3ncn(C)c(=O)c23)C1 | 4% | -4 | -24% | -12% | 5% | 17% | 3%
N#CC1(NC(=O)COc2cc(F)ccc2[N+](=O)[O-])CCCCC1 | -1% | 0 | -15% | nt | 0% | -24% | 1%
COc1ccc(N(C)C(=O)C2CCN(S(=O)(=O)c3cccc4nonc34)CC2)cc1 | -2% | 17 | -4% | 1% | 0% | -7% | 0%
O=C(CSc1nc2ccccc2c(=O)n1-c1ccccc1F)Nc1ccc2c(c1)CCC2 | 4% | -67* | -27% | 3% | -7% | 1% | -6%
CC(OC(=O)CNS(=O)(=O)c1ccc(C#N)cc1)C(=O)Nc1cccc(C#N)c1 (stereo not given) | 0% | 3 | -7% | nt | 0% | 2% | 12%
CC(=O)OC[C@H]1O[C@H](C/C=N/OC[C@@H](O)[C@H]2O[C@@H]3OC(C)(C)O[C@@H]3[C@H]2O)C=C[C@@H]1OC(C)=O | nt | nt | -16% | 0% | ? | -8% | nt
CN(CCc1ccccn1)c1ccccc1 | -5% | 25 | nt | nt | nt | nt | 8%
O=[N+]([O-])c1ccc(NCCN2CCOCC2)c([N+](=O)[O-])c1 | 2% | -1 | -20% | 1% | ? | 10% | 0%
CC(C)(C)CNC(=O)[C@]1(C)CCC[C@@]2(C)C3CC[C@@]4(C)C[C@]3(CCC21)CC4=O (stereo not given in full) | 4% | -35 | 118%[activator] | nt | -1% | 3% | -5%
COc1ccc(Cl)cc1C=CC=Nc1ccc(S(N)(=O)=O)cc1 | -9% | -22 | nt | nt | nt | nt | -2%
CCOc1ccc(CCNC(=O)C2CCN(C(=O)c3cc4sccc4n3CC)CC2)cc1OCC | -7% | -28 | nt | nt | 16% | 18% | nt
CCCCC(=O)N(C)c1c(C)nc2ccc(C(=O)N3CCN(c4ccccc4)CC3)cn12 | 6% | 10 | nt | nt | nt | nt | 3%
Cc1nc(NCCc2ccc(Cl)cc2)c2nnn(Cc3ccccc3)c2n1 | 1% | 46 | -40% | 20% | ? | 0% | -5%
O=C(OCc1cc(=O)n2ccsc2n1)c1ccc(O)cc1O | 0% | 40 | -22% | nt | 4% | 3% | 0%
CCOC(=O)N1CCN(C(=O)Cc2ccc(Cl)cc2)CC1 | 5% | -18 | 8% | -2% | ? | 0% | -2%
CCN(CC(=O)Nc1ccc(Cl)c(S(=O)(=O)N(C)C)c1)Cc1nc2ccccc2c(=O)[nH]1 | 0% | ? | -6% | -3% | -9% | 40µM* | 78%[activator]
Cc1c(C(=O)Nc2ccccc2C(=O)N2CCOCC2)cccc1[N+](=O)[O-] | 1% | -2 | -24% | 0% | ? | -8% | -1%
COc1cccc(NC(=O)CN(C)C(=O)CN2C(=O)NC(C)(c3ccc(C)cc3)C2=O)c1 (stereo not given) | 2% | -33 | 35% | nt | ? | -9% | -2%
Cc1cc(=O)oc2cc(OCC(=O)c3ccc4c(c3)NC(=O)CO4)ccc12 | 3% | 7 | 2% | -6% | 1% | 2% | -5%
CCCc1oc(C(=O)O)cc1CN1CCCC1 | 4% | -16 | -10% | 5% | -1% | -16% | -2%
O=C(O)CCC(=O)Nc1ccccc1C(=O)N1CCN(c2ccc(Cl)cc2)CC1 | -3% | -13 | -12% | -2% | -7% | nt | -12%
CCn1c(CNC(=O)C23CC4CC(CC(C4)C2)C3)nnc1SCC(=O)Nc1ccc(OC)cc1 | 6% | 10 | nt | nt | 1% | 18% | nt
Cc1ccc(C)c(C(=O)N2CCN(c3ncccn3)CC2)c1 | 5% | 5 | -7% | -4% | 2% | 8% | 4%
Cc1ccc(-c2nc3ccccc3c(=O)n2-c2ccc(Br)cn2)cc1 | 2% | ? | -10% | 1% | 1% | -33% | -1%
COc1cccc(NC(=O)CSc2nc3ccc(NC(=O)c4cccs4)cc3s2)c1 | 3% | -21 | nt | nt | 12% | 0% | nt
C=CCn1c(-c2cc3c(s2)CCC(CC)C3)n[nH]c1=S (stereo not given) | ? | ? | ? | -5% | -4% | 0% | 34%[activator]
COc1ccccc1C(=O)OCc1c(-c2ccccc2)ncc2ccccc12 | 0% | -27 | 1% | nt | nt | nt | -1%
CCOC(=O)c1cc(CC)sc1NC(=O)c1ccc(N2C(=O)CCC2=O)cc1 | 5% | -18 | 16% | 6% | -7% | -18% | 14%
